M18AAP inhibitor – blocks P. falciparum M18 aspartyl aminopeptidase; recombinant PfM18AAP, H-Glu-NHMec fluorogenic cleavage; inhibition, % at 7.35 µM; actives 1.2% (n = 290,000); AID 1822;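 active = inhibition above the campaign mean inhibition over all tested compounds plus 3 SD, cut at about 28% in these data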;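 also: 0% = plate median of test compound wells and 100% = 2 mM ZnCl2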
pCIP destab – p/CIP protein destabilization; actives 0.01% (n = 290,000); F442A p/CIP-EGFP cells, EGFP fluorescence, 16 h; AID 1984; decrease of EGFP signal, % at 10 µM;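 active = EGFP signal decrease of at least 30% at 10 µM or well 3 SD below plate mean, unless failing retest; inactive = the rest, including hits failing retest or dose response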; also: some compounds called inactive have numbers as strong as hits; many of its hits are not listed in these tables
PHOSPHO1 inh – blocks human PHOSPHO1 phosphatase activity; Q8TCT1; recombinant PHOSPHO1, absorbance phosphatase assay; inhibition, % at 13.3 µM; actives 1.1% (n = 290,000); AID 1565; in the data active = inhibition above about 60%
NALP1 yeast inh – inhibitors of NALP1 inflammasome in yeast. S. cerevisiae NALP1/ASC/caspase-1 growth, X-gal OD620, 72 h. inhibition, % at 10 µM. actives 0.61% (n = 280,000). AID 2071; in the data active = inhibition mostly above about 24%, no sharp cut-off; inactive = mostly below about 32%; also: some compounds called inactive have numbers as strong as hits
VIM-2 inhibitor – inhibitors of Pseudomonas aeruginosa VIM-2 metallo-beta-lactamase; actives 0.89% (n = 290,000); purified VIM-2, nitrocefin hydrolysis, epi-absorbance fluorescence; AID 1527; inhibition, % at 5.6 µM;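 active = inhibition above the mean of all tested compounds plus 3 SD, cutoff set per screening run, cut at about 7.5% in these data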;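 also: red hydrolysis product quenches plate fluorescence so inhibitors raise well fluorescence; 0% = enzyme with DMSO and 100% = DMSO without enzyme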
IMP-1 inhibitor – blocks Pseudomonas aeruginosa IMP-1 metallo-beta-lactamase; AID 1556; inhibition, % at 5.6 µM; purified IMP-1, nitrocefin hydrolysis, epi-absorbance fluorescence; actives 0.45% (n = 290,000);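 active = inhibition above the mean plus 3 SD of all compounds in the same screening run, cut at about 4.5% in these data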;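 also: 0% = IMP-1 with DMSO and 100% = DMSO wells lacking enzyme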
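System: purified recombinant IMP-1 beta-lactamase. Medium: Zinc- and detergent-supplemented HEPES buffer, pH 7.1. Compound: one 5.6 µM dose […]. Schedule: 15 min preincubation plus 25 min reaction at 25 °C. Technique: Epi-absorbance fluorescence, 480 nm excitation, 530 nm emission.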
IDE inh – inhibits human insulin-degrading enzyme in HEK cells. inhibition, % at 5.59 µM. AID 434962. actives 0.41% (n = 320,000). P14735. FAbetaB cleavage, fluorescence polarization;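 active = percent inhibition above the average of all tested compounds plus 3 SD, set per screening campaign, cut at about 16% in these data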;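 also: IDE supplied by intact live HEK cells; FP after avidin binding of uncleaved biotin substrate so inhibition keeps polarization high; 0% = DMSO wells and 100% = 60 µM reference IDE inhibitor Ii1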
Target sequence (P14735 whole entry, looked up): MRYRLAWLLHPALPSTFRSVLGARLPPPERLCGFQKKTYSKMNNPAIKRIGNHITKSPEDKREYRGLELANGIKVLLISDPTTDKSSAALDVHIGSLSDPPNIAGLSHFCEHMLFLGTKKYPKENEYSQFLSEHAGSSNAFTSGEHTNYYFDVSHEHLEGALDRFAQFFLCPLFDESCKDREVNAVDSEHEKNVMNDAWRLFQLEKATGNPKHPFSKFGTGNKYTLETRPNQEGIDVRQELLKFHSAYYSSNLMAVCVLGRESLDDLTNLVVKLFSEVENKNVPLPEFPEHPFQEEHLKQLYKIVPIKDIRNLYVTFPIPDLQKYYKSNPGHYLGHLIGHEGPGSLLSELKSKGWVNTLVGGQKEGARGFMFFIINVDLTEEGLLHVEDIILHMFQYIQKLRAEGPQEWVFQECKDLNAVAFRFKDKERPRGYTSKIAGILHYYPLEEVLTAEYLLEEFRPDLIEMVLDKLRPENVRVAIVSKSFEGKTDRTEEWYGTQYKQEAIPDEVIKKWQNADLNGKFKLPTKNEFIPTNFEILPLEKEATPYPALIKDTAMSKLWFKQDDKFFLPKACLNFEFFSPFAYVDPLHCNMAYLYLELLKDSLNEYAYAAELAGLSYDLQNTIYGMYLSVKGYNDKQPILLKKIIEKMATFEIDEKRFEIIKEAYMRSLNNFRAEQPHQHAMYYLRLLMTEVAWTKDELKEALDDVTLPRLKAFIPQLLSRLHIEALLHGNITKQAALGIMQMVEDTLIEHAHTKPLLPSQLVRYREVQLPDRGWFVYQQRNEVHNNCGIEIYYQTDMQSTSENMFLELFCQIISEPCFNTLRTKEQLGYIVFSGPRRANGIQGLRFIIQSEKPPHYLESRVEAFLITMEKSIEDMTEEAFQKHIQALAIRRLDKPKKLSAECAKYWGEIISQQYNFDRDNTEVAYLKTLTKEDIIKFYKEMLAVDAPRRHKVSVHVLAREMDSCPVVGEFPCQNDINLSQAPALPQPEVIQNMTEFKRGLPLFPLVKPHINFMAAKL
IDE cell activ – boosts human insulin-degrading enzyme activity in HEK cells | FAbeta-B cleavage, fluorescence polarization; 0% vehicle, 100% cell-free pure enzyme wells | actives 0.073% (n = 340,000) | P14735 | activation, % at 5.96 µM;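 active = activation above the mean of all tested compounds plus 3 SD, set per screening campaign, cut at about 17% in these data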
GPR7 antag – blocks human GPR7 receptor signaling. actives 1.1% (n = 290,000). inhibition, % at 4.4 µM. AID 1861. P48145. GPR7-expressing cells, fluorescence antagonist assay; in the data active = inhibition above about 16%, passing the limit was not always enough;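 also: cells stimulated with the agonist NPW; 0% = agonist with vehicle and 100% = vehicle without agonist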
* hit, by the source's call; / = no result given.

SMILES	M18AAP inhibitor	pCIP destab	PHOSPHO1 inh	NALP1 yeast inh	VIM-2 inhibitor	IMP-1 inhibitor	IDE inh	IDE cell activ	GPR7 antag
CCCc1nc(NCc2ccccc2)c(C#N)c2c1CCCC2	8	-4	-14	26	-5.0	-3.8	0	4	-5
COc1ccc(/C=C2\SC(=O)N=C2N)cc1OC	-4	-4	11	26	0.0	-3.3	1	4	-4
CC1(C(=O)CSc2ncn[nH]2)CCC(=O)O1 (stereo not drawn)	58*	0	93*	0	-1.5	-3.9	-2	/	-15
O=C(O)CCCC(=O)N1CCC(C(O)(c2ccccc2)c2ccccc2)CC1	-5	12	8	1	-2.7	-3.5	-1	5	-9
O=C(OCCN1C(=O)c2cccc3c(N4CCOCC4)ccc(c23)C1=O)c1cc(Cl)cc(Cl)c1	4	4	1	19	-1.0	-2.1	/	/	-4
COC(=O)CSc1nc2ccc(NC(=O)CSc3nnnn3Cc3ccccc3)cc2s1	-11	5	31	-9	-1.7	-5.2	0	-4	37*
CC(=O)Oc1ccc(/C=C2/SC(=S)N(Cc3ccccc3)C2=O)cc1	-1	-10	7	6	-0.8	-0.1	16*	-29	-4
COCCCNC(=O)CN(Cc1ccc(Cl)cc1)S(C)(=O)=O	-6	-12	25	14	-0.1	-1.8	3	0	-5
COc1ccc(OC)c(S(=O)(=O)Nc2cc(OC)c(Cl)cc2OC)c1	0	-24	-26	5	-1.2	-2.4	-3	5	-14
CCOc1ccc(-n2c(Cc3cc(=O)[nH]c(=O)[nH]3)nnc2SCC(=O)Nc2nnc(C)s2)cc1	-11	-5	-35	-9	-2.2	-3.8	1	4	-10
COC(=O)c1cccc(N(C(=O)CNC(=O)c2ccco2)C(C(=O)NC2CCCC2)c2ccco2)c1 (stereo not drawn)	-11	1	9	3	-0.3	3.6	5	2	-11
COc1ccccc1NC(=O)CC(NCc1ccccc1)C(=O)O (stereo not drawn)	-3	-22	11	-5	0.7	-2.8	0	3	0
N#CCNC(=O)c1nn2c(C(F)(F)F)cc(-c3ccccc3)nc2c1Br	3	5	44	5	-2.6	-3.9	5	4	-10
Cc1nn(Cc2ccc(Cl)cc2)c(C)c1NC(=O)C(c1ccccc1)c1ccccc1	2	7	-14	18	2.4	-3.2	-3	-3	16
O=C(C/C=N\OCc1ccc([N+](=O)[O-])cc1)Nc1ccccc1	33*	-3	12	-4	-2.5	-1.5	3	-1	-3
CCN1C(=O)S/C(=C\c2ccc(N3CCOCC3)cc2C)C1=O	-3	5	11	2	0.6	-1.5	6	-3	-2
O=[N+]([O-])c1cc(-c2ccn[nH]2)ccc1Cl	6	17	12	14	-0.7	-1.7	6	-8	-8
C/C(CC(=O)Nc1ccc(C)c(Cl)c1)=N\NC(=O)Cc1cccs1	-11	2	39	/	-3.3	-2.6	3	6	2
Cc1ccc(NCc2cccnc2)cc1	-7	-6	8	6	-2.6	-2.6	5	2	-3
Cc1ccc(C(=O)NC(=S)Nc2cc(C(F)(F)F)ccc2Cl)cc1	-2	-36	15	-3	0.2	0.1	4	9	-3
Cc1ccc(S(=O)(=O)N2CCCN(S(=O)(=O)c3ccc(C)c(C)c3)CC2)cc1C	-10	-3	4	5	-0.9	-6.3	-8	8	-10
Cc1ccc(OC(=O)c2ccc([N+](=O)[O-])cc2Cl)cn1	3	1	24	5	-0.7	-2.3	-1	4	-5
COc1cccc(C2=NOC(C(=O)NCc3ccccn3)C2)c1 (stereo not drawn)	8	1	60*	3	-3.0	-3.1	1	6	-3
CCC(C)N(C(=O)COC(=O)CNC(=O)c1ccccc1F)C1CCS(=O)(=O)C1 (stereo not drawn)	1	-13	16	5	-3.6	-3.1	2	-6	4
COC(=O)CN1C(=O)N/C(=C/c2cc(OC)c(OC)cc2C)C1=O	-1	-20	30	6	-0.8	-0.9	2	-2	4
COc1ccc(C(=O)N(C)CCCC2CCCC2)cc1OC1CCN(C(C)C)CC1	1	-3	33	-1	-2.0	-2.4	-6	-1	-9
CCOC(=O)Cc1c(C)nc2c(-c3ccc(Cl)cc3)c(C)nn2c1C	1	-9	-8	2	-1.5	-1.6	1	-3	-4
O=[N+]([O-])c1ccc(O)c(/C=N/Nc2ccccn2)c1	11	-3	-7	12	-3.8	-6.4	-5	8	-2
C[C@@H](C(=O)N1CCNCC1)n1cc(CCCN=C(N)N)nn1	0	-7	-3	-8	-2.5	-2.9	-4	1	-6
CCCCOC(=O)CSc1nnc(N)s1	8	-2	-30	-6	-1.6	-2.3	1	1	-5
CC1=CCC[C@@H]2[C@@](C)(CC/C(C)=C/C(=O)O)[C@H](C)CC[C@@]12C	-4	-7	-6	44*	-0.4	-2.7	1	1	-11
CN(C)S(=O)(=O)c1ccc(NC(=O)N2CCOCC2)cc1	2	-7	25	11	-1.6	-2.7	2	2	-20
COc1cc(C2=NOC(C(=O)NCc3ccco3)C2)cc(OC)c1OC (stereo not drawn)	6	-3	-13	16	-1.2	-1.9	0	7	10
CC(C)CCNC(=O)c1cc2c(=O)[nH]c3ccccc3c2s1	-2	2	16	2	-3.0	-2.0	4	-2	-4
O=C(Cc1ccccc1)NNC(=O)C1CC=CCC1 (stereo not drawn)	-3	6	31	9	-2.0	-1.4	4	2	-6
Cc1nn(-c2ccccc2)c2sc(C(=O)N(CC(=O)NC(C)(C)C)Cc3ccco3)cc12	13	14	0	37	1.0	1.3	0	8	-16
COc1ccc(NS(=O)(=O)c2ccc(NC(=S)NC(=O)c3cccc(F)c3)cc2)nn1	-2	-8	11	17	-1.8	-1.1	-1	-2	-6
Cc1ccc(C(=O)NC(=S)N2CC(C)OC(C)C2)cc1[N+](=O)[O-] (stereo not drawn)	7	5	90*	-2	-1.2	-2.1	0	5	-11
CC(NC(=O)C1CC12CCC2)c1ccccc1 (stereo not drawn)	5	-11	5	20	-1.1	-1.9	0	3	-7
Cc1ccc(S(=O)(=O)c2c(C)nn(C(C)(C)C)c2OC(=O)c2cccs2)cc1	2	-12	45	36	-4.2	-5.5	-2	2	-14
COC(=O)c1cc(N=Nc2c(C)[nH]c3ccccc23)cc(C(=O)OC)c1	-2	-5	10	/	0.3	-2.9	0	4	-4
COc1ccc(C(=O)N(C)C2CCCN(Cc3ccccc3F)C2)cc1C (stereo not drawn)	1	9	-6	6	-0.3	-1.3	0	6	-4
COc1ccc2oc(-c3cccc(NC(=O)CSc4ccc(Cl)cc4)c3)nc2c1	1	-4	1	17	-1.7	-3.1	7	-1	-13
NC(=O)CSc1nc2ccccc2c(=O)n1-c1ccccc1	-1	-3	39	9	0.8	-1.6	-4	5	-6
C=CCOCCN1C(=O)C2C3C=CC(C2C1=O)C1C2C(=O)N(CCOCC=C)C(=O)C2C31 (stereo not drawn)	-11	11	-13	-14	-1.3	-2.5	-2	-4	-4
CN(C)S(=O)(=O)Oc1ccccc1C(=O)Nc1ccc(F)cc1F	-5	-10	38	16	-2.1	-0.3	1	3	-19
O=C(Nc1ccccc1NC(=O)C1CCCO1)c1ccco1 (stereo not drawn)	-1	-10	37	11	-2.5	-2.9	-3	1	-7
COc1cc(NC(=O)COc2ccc(-n3cnnn3)cc2)c(OC)cc1Cl	18	-1	31	-4	-2.5	-3.2	0	6	11
COc1cccc(C(=O)/C=C/Nc2ccc(S(=O)(=O)Nc3ncccn3)cc2)c1	1	6	2	1	-3.1	-1.9	2	-6	-7
CCOc1ccc(-c2ccc(SCC(=O)NCC3CCCO3)nn2)cc1 (stereo not drawn)	-3	-4	-73	24	0.5	-1.9	7	4	-14
Cc1ccc(S(=O)(=O)N2CCCCC2)cc1NC(=O)CSc1nnc(N)s1	2	-7	5	0	-1.8	-0.2	-1	4	-9
O=[N+]([O-])c1ccc2c(c1)[nH]c(=S)n2-c1ccccc1	2	-1	32	-5	-4.0	-2.9	-1	-1	-8
Cc1oc2cc3oc(=O)c(CCC(=O)NC4CC4)c(C)c3cc2c1C	0	-27	3	35	-2.4	-2.9	-3	-6	5
Cc1ccc2nc(N3CCN(C(=O)c4cccs4)CC3)c(C#N)cc2c1	0	-3	10	-8	1.1	1.8	1	-9	-1
CC(=O)c1cccc(NS(=O)(=O)c2ccc(N/C=C/C(=O)c3ccc(F)cc3)cc2)c1	3	-16	-22	2	-2.7	-2.2	4	-3	-5
S=C(NCc1ccccc1)NCc1ccc(Cl)cc1	6	-9	32	3	-5.2	-4.4	/	4	15
O=S(=O)(c1ccc(OC(F)(F)F)cc1)N1CCC(O)(c2cccc(C(F)(F)F)c2)CC1	7	-20	22	8	-3.0	-1.6	4	0	39*
O=C(Nc1cccc(CCc2ccccn2)c1)c1cc(F)c(F)cc1Cl	-4	1	-6	34	-2.3	-1.5	4	-1	-8
NC(=O)C1CCN(C(=O)CCC(=O)c2ccc(F)cc2)CC1	-18	-10	32	8	-0.4	-0.1	0	-3	-12
CC1(C)C(=O)Nc2ccccc2N1C(=O)CN1C(=O)c2ccccc2C1=O	-9	-11	-9	-10	0.0	-2.4	0	-2	-7
Following part:
SMILES	M18AAP inhibitor	pCIP destab	PHOSPHO1 inh	NALP1 yeast inh	VIM-2 inhibitor	IMP-1 inhibitor	IDE inh	IDE cell activ	GPR7 antag
Cc1ccc(C(=O)CNc2cc(C)ccc2C)cc1	3	5	44	3	0.5	2.3	2	3	-2
Cc1sc(NC(=S)NC(=O)c2ccc(C(C)(C)C)cc2)c(C#N)c1C	5	3	-6	16	-1.5	-5.0	2	-2	-3
Cc1ccc(S(=O)(=O)NCC(=O)N(CCc2ccccc2)CC(=O)NCc2ccco2)cc1	6	-13	3	9	-2.0	-1.4	/	-4	-15
COc1cccc(OC)c1C(=O)Nc1ccc(S(=O)(=O)Nc2cc(C)nc(C)n2)cc1	-6	-5	5	36	-1.1	-0.7	3	-1	8
Cc1cc(N2CCOCC2)nc2ccc(NC(=S)NCCC(C)C)cc12	2	-11	29	-1	0.4	-1.0	-3	0	-7
CN1C(=O)C(C)(C)c2cc(S(=O)(=O)N3CCC(C(=O)Nc4ccc(Cl)cc4)CC3)ccc21	6	-16	41	11	-2.9	-2.4	0	-12	6
CC(=O)NC1=NN(C(C)=O)C(C)(c2ccc(Br)cc2)S1 (stereo not drawn)	-7	7	8	4	-2.2	-0.7	2	4	5
COCCN(C(=O)COC(=O)c1cccc2ccccc12)c1c(N)n(Cc2ccccc2)c(=O)[nH]c1=O	-6	-4	/	16	-0.5	0.2	0	4	-14
CN(Cc1ccccc1)C(=O)CCSc1nc(-c2ccc3c(c2)OCO3)cc(C(F)(F)F)n1	1	-10	11	6	0.6	0.1	4	5	-5
Cc1cccc(N2CCN(c3ccc(N4C(=O)CCCC4=O)cc3[N+](=O)[O-])CC2C)c1 (stereo not drawn)	1	-10	17	30	-0.2	-2.0	0	5	1

Reformatted field by field: entries from further up
smiles: Cc1ccc(C(=O)CNc2cc(C)ccc2C)cc1
  M18AAP inhibitor: 3; pCIP destab: 5; PHOSPHO1 inh: 44; NALP1 yeast inh: 3; VIM-2 inhibitor: 0.5; IMP-1 inhibitor: 2.3; IDE inh: 2; IDE cell activ: 3; GPR7 antag: -2
smiles: Cc1sc(NC(=S)NC(=O)c2ccc(C(C)(C)C)cc2)c(C#N)c1C
  M18AAP inhibitor: 5; pCIP destab: 3; PHOSPHO1 inh: -6; NALP1 yeast inh: 16; VIM-2 inhibitor: -1.5; IMP-1 inhibitor: -5.0; IDE inh: 2; IDE cell activ: -2; GPR7 antag: -3

Source: PubChem (several laboratories)
